From PubChem
PMI act satM6P = human PMI activators, high substrate, primary screen, biochemical, fluorescence intensity, near-saturating mannose 6-phosphate. hit rate 0.34% among 190,000. coupled PMI enzyme assay, resazurin fluorescence, 20 min; hits give high values; 1 = untreated enzyme, 0 = substrate-free blank. activation factor at 20 µM. Mannose-6-phosphate isomerase (Homo sapiens), P34949. AID 1216, 2008;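 active = activation factor of 2 or more at 20 µM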
Target sequence (P34949 whole entry, looked up): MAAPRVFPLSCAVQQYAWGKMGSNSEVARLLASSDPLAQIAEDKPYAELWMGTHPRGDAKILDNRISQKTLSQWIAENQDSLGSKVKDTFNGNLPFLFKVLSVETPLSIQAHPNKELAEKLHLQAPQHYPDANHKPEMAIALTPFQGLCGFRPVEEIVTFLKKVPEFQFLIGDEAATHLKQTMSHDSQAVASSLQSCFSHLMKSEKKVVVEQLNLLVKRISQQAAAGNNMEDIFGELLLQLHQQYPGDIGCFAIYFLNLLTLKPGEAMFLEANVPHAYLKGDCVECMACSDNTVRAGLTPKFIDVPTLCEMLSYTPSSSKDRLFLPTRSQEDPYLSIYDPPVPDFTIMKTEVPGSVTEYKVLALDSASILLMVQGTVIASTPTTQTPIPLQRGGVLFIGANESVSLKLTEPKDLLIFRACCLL
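Test system: Human PMI in coupled enzyme assay | Input: 15 ng/mL PMI | Medium: HEPES-buffered pH 7.4 with magnesium and detergent | Compound: One concentration, 20 µM, in 1% DMSO | Incubation: Enzyme reaction with compound 20 min at room temperature | Detection: Diaphorase-driven resazurin-to-resorufin fluorescence, excitation 544, emission 590 nm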
PMI activator = activators of human PMI, primary screen, biochemical, fluorescence intensity, near-Km mannose 6-phosphate; Mannose-6-phosphate isomerase (Homo sapiens), P34949; purified human PMI, coupled resazurin fluorescence, 20 min; hits give high values; 1 = vehicle control, 0 substrate-free wells; activation factor at 20 µM; hit rate 0.005% among 190,000;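 active = activation factor of 2 or more at 20 µM, relative to plate controls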
DTT redox prof = compounds producing H2O2 with reducing agent – biochemical, NIH compound library profiling, artefact control for MLSCN library redox annotation, primary screen; DTT-dependent redox cycling H2O2, phenol red/HRP absorbance; 100% = 100 µM peroxide control, 0% = buffer; activation, % at 10 µM; hit rate 0.03% among 200,000; AID 878, 2007;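 active = activation of at least 50% relative to the plate's high and low controls in the primary single-dose screen; inactive = activation below 50%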;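 also: compound incubated with DTT at 0.8 mM final as the reducing agent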
HMGR II inh = inhibitors of E. faecalis class II HMGR, primary screen, biochemical, Enterococcus faecalis; hit rate 0.41% among 190,000; purified E. faecalis HMGR, NADPH absorbance 340 nm kinetic; inhibition, % at 10 µM; HMG-CoA reductase (Enterococcus faecalis, mvaE);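 active = inhibition above a set limit, the median over all tested compounds plus 3 SD, cut at about 9.5% in these data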;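 also: enzyme runs in reverse so mevalonate oxidation gives rising NADPH absorbance; 0% = complete reaction with DMSO and 100% = background rate lacking mevalonate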
L major viab = Leishmania major promastigote growth inhibition, primary screen; inhibition, % at 10 µM; Leishmania major promastigotes, resazurin fluorescence viability; AID 1063, 2008; hit rate 9% among 200,000; in the data active = inhibition above about 50%;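 also: promastigotes grown with compound for 44 hours at 28 °C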
TNAP inh hi DEA = human TNAP enzyme inhibitors, primary screen, biochemical, luminescent, high phosphate acceptor level, uHTS | purified TNAP, CDP-star luminescence, 1 M DEA | inhibition, % at 20 µM | hit rate 0.03% among 200,000;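 active = over 50% inhibition of tissue-nonspecific alkaline phosphatase at 20 µM in the single-dose screen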;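 also: plate controls were DMSO wells for no effect and EDTA-quenched wells as full inhibition for full effect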
RAM inhibit = inhibitors of the yeast RAM network, primary screen, dse1pr::URA3 reporter, 5-FOA selection; S. cerevisiae dse1pr::URA3 reporter, 5-FOA growth OD615, 2 d; analog-sensitive cbk1-as2 kinase mutant strain; inhibition, % at 50 µM; hit rate 1.8% among 190,000;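 active = inhibition above a set limit, 3 SD over mean compound inhibition, cut at about 8.4% in these data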;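 also: 0% = DMSO-only wells with no growth and 100% = 10 µM 1-NA-PP1 full growth; inhibition rescues growth on 5-FOA so higher OD means more RAM inhibition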
S1P3 antagonist = S1P3 receptor antagonists, primary screen, cell-based. Sphingosine 1-phosphate receptor 3 (Homo sapiens), Q99500. CHO S1P3 NFAT-BLA reporter, FRET fluorescence, antagonist mode. inhibition, % at 4.98 µM. hit rate 0.27% among 170,000;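 active = inhibition above the plate cutoff, the mean inhibition of test wells on that plate plus 3 SD, cut at about 28% in these data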;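 also: cells challenged with S1P at its EC80 of 0.8 µM; blue over green emission ratio from cleaved BLA substrate after 4 h stimulation; 0% = S1P-stimulated wells and 100% = unstimulated DMSO-only wells; some compounds past the cut are filed as inactive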
Target sequence (Q99500 whole entry, looked up): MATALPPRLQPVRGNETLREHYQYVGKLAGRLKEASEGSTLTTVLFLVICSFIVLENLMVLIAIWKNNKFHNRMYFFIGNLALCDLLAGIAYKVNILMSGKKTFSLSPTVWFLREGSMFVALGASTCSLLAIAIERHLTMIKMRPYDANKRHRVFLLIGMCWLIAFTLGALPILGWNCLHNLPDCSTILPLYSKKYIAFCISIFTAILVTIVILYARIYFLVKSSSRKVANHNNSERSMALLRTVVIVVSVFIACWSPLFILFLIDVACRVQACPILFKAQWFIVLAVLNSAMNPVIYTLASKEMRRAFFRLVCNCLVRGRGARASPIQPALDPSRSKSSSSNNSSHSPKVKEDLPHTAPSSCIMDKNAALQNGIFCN
TNAP inh no acc = human TNAP enzyme inhibitors, primary screen, biochemical, luminescent, no phosphate acceptor, uHTS; hit rate 0.26% among 200,000; Alkaline phosphatase, tissue-nonspecific isozyme (Homo sapiens), P05186; AID 1012, 2008; purified TNAP, CDP-star luminescence, 30 min; inhibition, % at 20 µM;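 active = tissue-nonspecific alkaline phosphatase inhibition above about 50% at 20 µM in the single-dose screen, limit read from the data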;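 also: 0% = DMSO negative control and 100% = EDTA positive control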
Hsp70 act = Hsp70 transcriptional activators, primary screen, cell-based, HeLa, Hsp70 promoter luciferase, luminescence, 10 µM | activation, % at 10 µM | HeLa Hsp70 promoter luciferase reporter; scaled: vehicle 0, proteasome-inhibitor control 100% | hit rate 0.04% among 200,000;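 active = activation above the mean across all tested compounds plus 3 SD, cutoff set per campaign, cut at about 5.5% in these data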;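 also: 100% = MG132 at 30 µM as the positive control and 0% = DMSO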
Numbers without * were called inactive; . = not tested or not shown.

SMILES	PMI act satM6P	PMI activator	DTT redox prof	HMGR II inh	L major viab	TNAP inh hi DEA	RAM inhibit	S1P3 antagonist	TNAP inh no acc	Hsp70 act
COc1nc(N/N=C/c2ccccc2F)nc(N2CCCCC2)n1	0.9	0.9	0.3	0.6	1.6	1.1	0.5	.	-8.0	-0.2
CCCCC(=O)Nc1ccc(C(=O)NCC(=O)OC)cc1	0.9	1	2.1	-1.9	-3.4	-0.7	2.3	-21.8	-11.8	-0.1
COc1ccc(OCC(=O)N/N=C(\C)c2cc3ccccc3o2)cc1	1	1	-0.6	-6.1	4.6	-1.9	-0.4	-22.6	-4.9	-0.2
O=C(NCCCN1CCCC1=O)c1cccs1	0.9	0.9	-0.5	3.7	-10.5	0.1	-1.1	-33.0	-5.0	-0.3
CSc1ccccc1NC(=O)c1ccc(Cl)s1	1.1	1	-0.8	-1.6	10.0	-4.5	2.8	.	-6.5	-0.1
Cn1cc(-c2ccccc2)cc(C#N)c1=O	1.1	1.1	-1.3	-8.2	-20.0	-3.5	1.5	-18.8	-15.7	-0.3
CCN(CC)c1ccc(/C=N/NC(=O)c2c(Cl)c(C)nn2C)cc1	0.9	0.9	0.0	0.9	0.4	-5.5	2.2	13.7	-5.7	-0.3
O=C(Cn1nnc(-c2ccccc2)n1)OCc1csc(-c2ccccc2)n1	1	1	1.8	-1.0	-3.5	-5.8	5.8	-8.0	-6.5	-0.3
CC1(C)CC(=O)C2=C(C1)OC(N)=C(C#N)C21CCC2(CC1)OCCO2	1	0.9	0.8	-1.3	-2.6	-4.0	1.6	7.7	-11.1	-0.2
CCOC(=O)c1c(N)sc(=S)c2c1CCC2	1.4	1.4	-0.7	-1.2	-0.6	-0.1	2.2	.	-0.4	0.3
COc1ccc(CCN2C(=O)CC(Sc3ncccc3C(=O)O)C2=O)cc1OC (stereo unspecified)	1	1	0.1	-10.2	-4.6	-2.9	0.3	.	-14.6	0.6
Cc1ccc(-n2nc(N)c3c(=O)oc(N(C)C)nc32)cc1	1	1.1	-5.7	-3.9	-2.2	2.8	5.1	.	4.9	-0.3
O=C1N/C(=N/Nc2ccccc2)S/C1=C\c1ccccc1	1.4	1.1	-5.4	0.1	28.0	5.1	0.9	.	6.2	0.3
CCOC(=O)N1CCN(C(=S)NC)CC1	1	1.1	0.0	0.9	-5.2	-6.6	1.4	.	-21.2	-0.2
CCn1c(SCC(=O)N2CCN(c3ccccc3)CC2)nc2c(c1=O)SC(C)C2 (stereo unspecified)	1	1.1	-0.1	2.2	4.4	1.2	-0.1	0.6	-3.7	-0.2
COc1ccc(C(=O)COc2nc(C)cc(C)c2C#N)cc1	1	1	1.8	0.0	-0.5	-2.0	1.7	.	1.8	-0.2
Cc1cccc2c1-c1sc(C(=O)N3CCc4ccccc4C3)cc1CO2	1.1	1.1	1.8	3.5	4.8	-7.6	1.3	7.0	-8.7	-0.1
CC(=O)c1cc(C#N)c(Oc2cc(C)cc(C)c2)nc1C	0.9	0.9	2.2	-0.8	-4.7	-0.6	5.3	.	-5.3	-0.2
O=C(Nc1nc2ccccc2[nH]1)c1cccc(S(=O)(=O)N2CCOCC2)c1	0.9	1	-0.1	1.9	17.5	-0.7	7.0	-12.1	-64.9	-0.2
COc1ccccc1-c1nc(SCC(=O)N(C)c2ccccc2)c2c(=O)n(C)c(=O)n(C)c2n1	1	1	-0.1	-13.6	0.2	-1.3	0.6	-15.9	-11.0	0.0

Random excerpt: five records from the list.
SMILES	PMI act satM6P	PMI activator	DTT redox prof	HMGR II inh	L major viab	TNAP inh hi DEA	RAM inhibit	S1P3 antagonist	TNAP inh no acc	Hsp70 act
CC(=O)c1cc(C#N)c(Oc2cc(C)cc(C)c2)nc1C	0.9	0.9	2.2	-0.8	-4.7	-0.6	5.3	.	-5.3	-0.2
CCCCC(=O)Nc1ccc(C(=O)NCC(=O)OC)cc1	0.9	1	2.1	-1.9	-3.4	-0.7	2.3	-21.8	-11.8	-0.1
COc1ccc(OCC(=O)N/N=C(\C)c2cc3ccccc3o2)cc1	1	1	-0.6	-6.1	4.6	-1.9	-0.4	-22.6	-4.9	-0.2
COc1ccccc1-c1nc(SCC(=O)N(C)c2ccccc2)c2c(=O)n(C)c(=O)n(C)c2n1	1	1	-0.1	-13.6	0.2	-1.3	0.6	-15.9	-11.0	0.0
O=C(Nc1nc2ccccc2[nH]1)c1cccc(S(=O)(=O)N2CCOCC2)c1	0.9	1	-0.1	1.9	17.5	-0.7	7.0	-12.1	-64.9	-0.2

Next part:
SMILES	PMI act satM6P	PMI activator	DTT redox prof	HMGR II inh	L major viab	TNAP inh hi DEA	RAM inhibit	S1P3 antagonist	TNAP inh no acc	Hsp70 act
COc1cccc(C2CC(c3ccccc3)Nc3nc(N)nn32)c1 (stereo unspecified)	1.1	1	0.0	-1.8	-9.9	-6.0	1.3	-30.1	-11.3	0.1
O=C(COC(=O)CCC1CCCC1)Nc1ccccc1OC(F)F	1.1	1	0.2	-3.2	-6.4	-3.9	1.2	0.8	-16.8	-0.4
CCOC(=O)C1CCN(c2c(NCCN3CCCCC3C)c(=O)c2=O)CC1 (stereo unspecified)	1	0.9	-2.3	3.6	18.3	-2.5	0.8	2.6	-4.0	0.2
Cc1ccccc1C(=O)NC(NC(=O)c1ccccc1C)c1cccc([N+](=O)[O-])c1	0.9	0.9	-0.3	-0.5	-2.4	-2.6	2.2	-24.8	-3.7	-0.3
O=C(NCc1n[nH]c(=S)n1-c1ccc(F)cc1)c1ccc(S(=O)(=O)N2CCOCC2)cc1	0.9	1	5.9	-5.9	-3.2	-1.4	1.4	-15.0	-0.5	-0.4
O=C(Nc1ncc2c(n1)-c1ccccc1OC2)c1cccc([N+](=O)[O-])c1	1.1	1.1	-1.1	-5.7	7.1	-2.5	8.6*	0.7	-8.4	-0.3
Clc1ccc(NC2=NCCC2)cc1Cl	1	1.1	0.8	0.7	15.1	-7.2	-0.1	-30.6	-10.0	-0.5
COC(=O)c1[nH]c2cccc(OC)c2c1NC(=O)C(C)N1CCC(C)CC1 (stereo unspecified)	1	0.9	-15.2	-0.2	1.6	-0.5	-1.1	.	-3.8	-0.2
O=C(NCc1ccco1)c1cccs1	1	1	0.7	-0.1	-4.2	0.3	0.8	10.1	-4.2	0.7
COC(=O)Cn1c(CN(Cc2ccccc2)Cc2ccccc2)nc2c1c(=O)[nH]c(=O)n2C	1	1	0.6	-8.3	47.7	-6.0	0.5	8.6	-6.1	-0.2
COc1ccc(/C=N/N=C2/NC(=O)C(CC(=O)NC(N)=O)S2)cc1 (stereo unspecified)	0.9	0.9	0.2	4.0	1.8	-6.3	1.4	-14.5	-6.4	-0.3
COc1ccc(C(C)=O)cc1CSc1nnc(C)n1-c1ccccc1	1.1	1.1	0.0	-3.7	-4.4	-0.9	0.5	-7.0	-16.7	-0.4
CCOc1cc2[nH]c(=S)n(CC3CCCN3CC)c(=O)c2cc1OCC (stereo unspecified)	1	1	-2.9	3.7	15.8	-3.8	1.4	.	-5.3	-0.3
CCCCn1c(CN2CCN(c3ccccc3)CC2)nc2c1c(=O)n(C)c(=O)n2C	0.8	0.8	-0.1	-1.4	-1.8	-1.0	-0.6	-27.4	-1.2	-0.2
N#Cc1ccccc1NC(=O)c1cccc(COc2ccc(Cl)cc2Cl)c1	1	0.9	-0.1	-5.0	-0.5	-6.9	4.5	-5.7	-9.1	-0.3
COC(=O)C1=C(CN2CCSCC2)NC(=O)NC1c1cc(C)ccc1C (stereo unspecified)	1	1	1.4	4.3	-0.4	-6.5	0.9	-14.8	-5.4	-0.1
CC(=O)c1ccc(N2C(=O)[C@@H]3C(CCC(N)=O)NC4(C(=O)Nc5c4ccc(Cl)c5C)[C@@H]3C2=O)cc1 (stereo partly specified)	0.9	1	-3.0	0.6	-6.1	-6.7	0.9	-11.9	-14.5	0.2
OCC1CCCCN1C(=S)Nc1cccc(Cl)c1 (stereo unspecified)	1	1	0.2	-4.7	-1.0	-6.7	-0.5	-9.9	-11.4	-0.2
COc1cc(CNCCCN2CCOCC2)cc(Br)c1OCC(=O)N1CCCCC1	1.1	1	0.9	-3.6	-3.8	0.4	-0.8	.	-8.0	0.3
O=C(CCN1CCCCC1)c1ccc2c(c1)OCO2	0.7	0.7	4.1	1.1	26.5	-3.2	-0.6	.	-6.8	-0.1
O=C(Oc1ccc(Cl)c2cccnc12)N1CCOCC1	0.9	0.9	2.1	2.5	-5.5	-1.1	1.7	19.4	-9.9	-0.2
S=c1[nH]ncn2c1cc1oc3ccccc3c12	1.3	1	0.1	-2.0	-4.5	-4.2	1.1	2.4	-5.4	0.1
O=C1CCC/C1=c1\s/c(=C\c2cccnc2)c(=O)n1-c1ccccc1	1	1.1	-1.3	0.5	55.1*	1.5	4.3	.	-6.6	-0.1
Cn1c(=O)[nH]c(=O)c2c1nc(N1CCNCC1)n2CCOc1ccccc1	.	.	3.1	.	-4.7	.	.	-8.8	.	-0.2
COc1ccc(NC(=O)CN(c2ccc(C)cc2)S(C)(=O)=O)c(OC)c1	0.9	0.8	2.6	-4.0	14.1	-3.3	1.2	-8.5	-9.5	-0.4
c1ccc(Nc2nc(N3CCCCC3)nc(N3CCCCC3)n2)cc1	0.9	0.9	-0.3	-4.8	25.7	-3.7	-1.4	.	-16.4	-0.2
Cc1ccc(/C=C/C(=O)N2CCN(c3cccc(C(F)(F)F)c3)CC2)cc1	0.9	0.8	0.3	-8.6	-5.2	-4.5	6.5	-0.6	-9.3	-0.3
O=C1NC(c2cccnc2)C(C(=O)c2cccs2)C(O)(C(F)(F)F)N1 (stereo unspecified)	0.9	0.9	1.4	0.1	-4.7	-2.7	1.2	-7.4	-11.5	-0.2
O=C1C=C(Nc2ccc(Cl)cc2)CC(c2ccc(Cl)cc2)C1 (stereo unspecified)	1	1	-6.2	-3.6	56.0*	-5.2	-1.6	.	-14.9	-0.5
O=C(Nc1ccccc1Cl)N1CCN(c2ncccn2)CC1	0.9	0.9	0.0	-4.4	-2.8	-2.6	0.8	14.1	-11.0	-0.2
Cc1ccc([N+](=O)[O-])cc1NC(=O)Cc1ccc(F)cc1	1.1	1.1	0.0	-7.2	-4.5	-4.6	1.5	6.2	6.8	-0.2
CCN(CC)CC(O)COc1ccccc1C(=O)CCc1ccccc1 (stereo unspecified)	1	1	-1.7	.	94.8*	1.9	.	3.7	-0.7	0.1

The order is random; 12% or so of the library scored in one or more.
